High-throughput results deposited in PubChem by National Center for Advancing Translational Sciences (NCATS).
A350 autofl: compounds fluorescent in Alexa 350 spectral region; Compound autofluorescence, 340/450 nm, Alexa 350 dye-equivalents; stronger effect = higher value; max dye-equivalent concentration, M; actives 11% (n = 59,000); AID 590; in the data active = max dye-equivalent concentration above about 10 nM; inconclusive = mostly about 1.1 nM to 9.6 nM
TexasRed autofl: Texas Red region autofluorescence; Compound fluorescence, Texas Red channel, 547/618 nm; stronger effect = higher value; max dye-equivalent concentration, M; actives 0.06% (n = 59,000); AID 587; in the data active = max dye-equivalent concentration above about 10 nM; inconclusive = between about 1.1 nM and that limit
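Fluorescence at ex 547/em 618 nm, normalized against an on-plate Texas Red standard series to give dye-equivalent concentration per compound concentration. Buffer 100 mM Tris, pH 8.0; 15 min RT incubation before CCD imaging.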
USP2a inh: blocks human ubiquitin-specific protease USP2a | O75604 | USP2a enzymatic assay, qHTS inhibition | Potency, µM (top dose mostly 38.3 µM), without a hit: at the highest dose activity change, negative = inhibition, hits mostly inhibitors | actives 0.1% (n = 60,000) | AID 927;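 note: potency is the fitted concentration of half-maximal effect; nearly all actives have a fitted effect of over 60% in size; plate controls were DMSO for no effect and NEM full inhibition control for full effect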
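20 nM USP2 core + cpd, 30 min RT; add 20 nM Ub-PLA2/20 uM NBD C6-HPC; read Ex460/Em535 at 0 h and 2.5 h. Normalized to NEM; qHTS curve fit/classification.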
BRCT inh red: BRCT-phosphoprotein interaction inhibition (red fluorophore); P38398; BRCT-phosphopeptide binding, red fluorescence polarization; Potency, µM (series often up to 76.9 µM), for the others: at the top dose activity change, negative = inhibition, actives largely listed as inhibitors; actives 0.03% (n = 75,000); AID 892; note: % is set by controls: 0 for no effect and ±100 for the full control effect
Target sequence (P38398 whole entry, looked up): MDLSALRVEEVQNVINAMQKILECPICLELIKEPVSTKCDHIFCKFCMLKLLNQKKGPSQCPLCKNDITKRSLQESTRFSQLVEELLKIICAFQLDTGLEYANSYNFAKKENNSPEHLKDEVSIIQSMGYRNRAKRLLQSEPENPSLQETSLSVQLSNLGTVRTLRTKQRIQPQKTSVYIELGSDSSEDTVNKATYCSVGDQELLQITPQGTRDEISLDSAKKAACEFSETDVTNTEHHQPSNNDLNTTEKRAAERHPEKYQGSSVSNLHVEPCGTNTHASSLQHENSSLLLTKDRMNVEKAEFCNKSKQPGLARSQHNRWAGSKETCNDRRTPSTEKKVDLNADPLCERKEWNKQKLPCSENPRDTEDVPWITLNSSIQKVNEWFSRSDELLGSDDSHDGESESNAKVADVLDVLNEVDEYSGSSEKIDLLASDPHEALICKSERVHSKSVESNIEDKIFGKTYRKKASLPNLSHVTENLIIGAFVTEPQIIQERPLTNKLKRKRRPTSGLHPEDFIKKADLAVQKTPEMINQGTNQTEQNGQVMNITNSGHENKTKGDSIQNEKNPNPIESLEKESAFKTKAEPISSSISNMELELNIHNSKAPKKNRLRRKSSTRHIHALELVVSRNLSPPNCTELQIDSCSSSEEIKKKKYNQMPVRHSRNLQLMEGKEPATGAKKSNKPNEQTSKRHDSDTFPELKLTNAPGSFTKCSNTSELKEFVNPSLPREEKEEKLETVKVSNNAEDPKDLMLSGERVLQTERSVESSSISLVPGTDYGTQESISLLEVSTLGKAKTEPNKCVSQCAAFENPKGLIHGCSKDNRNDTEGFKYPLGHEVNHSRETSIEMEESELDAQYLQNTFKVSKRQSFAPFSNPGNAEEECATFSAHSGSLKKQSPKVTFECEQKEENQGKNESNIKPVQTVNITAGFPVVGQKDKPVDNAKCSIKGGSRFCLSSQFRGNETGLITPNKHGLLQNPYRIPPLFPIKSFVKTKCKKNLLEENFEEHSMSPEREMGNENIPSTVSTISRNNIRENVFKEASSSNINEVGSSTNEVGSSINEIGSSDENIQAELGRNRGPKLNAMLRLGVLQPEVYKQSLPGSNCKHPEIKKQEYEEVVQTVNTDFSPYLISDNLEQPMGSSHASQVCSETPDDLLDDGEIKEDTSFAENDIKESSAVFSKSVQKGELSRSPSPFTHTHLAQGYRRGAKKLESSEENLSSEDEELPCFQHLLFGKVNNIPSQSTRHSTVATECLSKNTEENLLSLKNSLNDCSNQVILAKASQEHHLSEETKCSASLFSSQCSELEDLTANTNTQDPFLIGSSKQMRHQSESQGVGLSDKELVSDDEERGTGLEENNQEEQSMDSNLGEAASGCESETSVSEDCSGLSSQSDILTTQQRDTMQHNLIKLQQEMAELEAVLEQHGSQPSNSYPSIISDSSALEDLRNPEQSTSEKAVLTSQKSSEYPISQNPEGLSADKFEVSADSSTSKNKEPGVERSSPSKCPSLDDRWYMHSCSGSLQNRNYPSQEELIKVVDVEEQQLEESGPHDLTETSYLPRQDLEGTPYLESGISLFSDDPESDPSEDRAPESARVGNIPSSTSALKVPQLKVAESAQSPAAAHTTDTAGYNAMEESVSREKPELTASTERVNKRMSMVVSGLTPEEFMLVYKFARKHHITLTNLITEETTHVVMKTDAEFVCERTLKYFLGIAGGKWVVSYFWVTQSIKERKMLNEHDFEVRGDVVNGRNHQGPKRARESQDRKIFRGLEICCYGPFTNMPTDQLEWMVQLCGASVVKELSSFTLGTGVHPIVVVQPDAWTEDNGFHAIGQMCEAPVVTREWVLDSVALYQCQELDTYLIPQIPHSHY
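Fluorescence polarization: 100 nM His-tagged BRCA1 BRCT with 100 nM TAMRA-labelled phospho-BACH1 decapeptide, phosphate buffer pH 7.3 with 150 mM NaCl, DTT, 0.01% Tween 20; 12 min RT. Binding inhibition seen as FP decrease.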
HEK293 cAMP cs: raises cAMP in parental HEK293 cells, TSHR agonist counter-screen | parental HEK293 CNG cAMP sensor, membrane potential fluorescence | Potency, µM (titrated, usually from 57.1 µM), inactives show top-dose activation, usual class: activators | actives 2.5% (n = 73,000) | AID 938; note: potency is the fitted concentration of half-maximal effect; % of control where 0% means no effect; nearly all actives have a fitted effect of over 55% in size
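Parental HEK 293 cells stably expressing a cAMP-gated CNG channel were loaded with membrane potential dye containing 100 uM RO 20-1724 for 60 min. Compound added for 30 min; depolarization read as fluorescence intensity at 590 nm.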
Rhodamine fluor: rhodamine region autofluorescence | max dye-equivalent concentration, M | actives 0.05% (n = 59,000) | Rhodamine-region fluorescence, 547/598 nm, Tris buffer; stronger effect = higher value; in the data active = max dye-equivalent concentration above about 11 nM; inconclusive = between about 1.1 nM and that limit
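Compounds in 100 mM Tris buffer, pH 8.0, were incubated 15 min at room temperature, then read at 547 nm excitation and 598 nm emission. Fluorescence was normalized against a per-plate six-point rhodamine standard curve as dye-equivalent concentration.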
4-MU autofl: compounds fluorescent in 4-MU spectral region | compound autofluorescence, 340/450 nm, 4-MU equivalents; stronger effect = higher value | max dye-equivalent concentration, M | actives 11% (n = 59,000); in the data active = max dye-equivalent concentration above about 10 nM; inconclusive = mostly about 1.1 nM to 9.6 nM
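Compounds in 100 mM Tris, pH 8.0, sat 15 min at room temperature before fluorescence was read at 340 nm excitation/450 nm emission; a per-plate six-point 4-MU standard curve converted signals to dye-equivalent concentration at each compound concentration.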
Caspase-7 inhib: allosteric or competitive inhibitors of human caspase-7. Potency, µM (highest dose often 57.5 µM), for inactives: top-dose activity change, negative = inhibition, usual class: inhibitors. recombinant caspase-7, Ac-DEVD-AFC fluorescence rate. actives 0.02% (n = 75,000). P55210; active = well fitted inhibition curve with a large enough effect in the main read-out, with a control signal flat, not every such curve was filed as active; inconclusive = small, poorly fitted or top-dose-only effect, or a change in a side signal; note: potency is the fitted concentration of half-maximal effect; % of control where 0% means no effect
BRCT inh green: inhibitors of human BRCA1 BRCT-phosphoprotein interaction (green fluorophore); P38398; BRCA1 BRCT-phosphopeptide binding, green fluorescence polarization; Potency, µM (highest dose often 76.9 µM), inactives show at the top dose activity change, negative = inhibition, actives largely listed as inhibitors; actives 0.05% (n = 75,000); AID 875;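 note: potency is the fitted concentration of half-maximal effect; plate controls were peptide without protein for full effect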
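Fluorescence polarization: His-tagged BRCT (~35 kDa BRCA1 C-terminus, 250 nM) bound to 100 nM fluorescein-labeled phosphorylated 10-aa BACH1 peptide, pH 7.3 phosphate buffer with DTT and Tween 20. Compounds incubated 12 min at room temperature; inhibition read as lowered polarization.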
Caspase-1 inhib: allosteric or competitive inhibitors of human caspase-1 | AID 900 | Caspase-1 enzyme, Ac-WEHD-AFC fluorogenic rate | actives 0.03% (n = 75,000) | Potency, µM (top dose mostly 57.5 µM), for inactives: at the highest dose activity change, negative = inhibition, most hits filed as inhibitors;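 note: potency is the fitted concentration of half-maximal effect; plate controls were vehicle for no effect and no substrate for full effect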
Fluorescein fluor: compound fluoresces in the fluorescein spectral region. Compound autofluorescence, 480/540 nm, fluorescein-equivalent; stronger effect = higher value. max fluorescein-equivalent concentration, M. actives 0.91% (n = 59,000). AID 593; in the data active = max fluorescein-equivalent concentration above about 10 nM; inconclusive = between about 1.1 nM and that limit
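Library compounds, added at multiple concentrations to pH 8.0 Tris buffer (100 mM), incubate 15 min at room temperature before CCD imaging at 480 nm excitation and 540 nm emission.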
An asterisk follows results filed as active; i = inactive; ? = inconclusive; . = no result given; & = joins results of further samples; [ ] = dose if it differs, or a comment. Unless noted, calls come from the whole dose curve; as a rule, active = well fitted curve in the direction sought with a large enough effect; inconclusive = small, poorly fitted or top-dose-only effect, or another doubt; inactive = no such curve, though single readings can be large; an effect the other way counts as inactive or inconclusive. This is a subset (hit frequency here may not be typical).

SMILES	A350 autofl	TexasRed autofl	USP2a inh	BRCT inh red	HEK293 cAMP cs	Rhodamine fluor	4-MU autofl	Caspase-7 inhib	BRCT inh green	Caspase-1 inhib	Fluorescein fluor
COCCn1c(NCc2ccccc2)nc2c1c(=O)[nH]c(=O)n2C	i	i	-1%	-1.3%	-7%	i	i	0%	-4.9%	-1%	i
O=C(CN1C(=O)CCSc2ccccc21)Nc1ccc2c(c1)OCCO2	.	.	.	-1.6%	-8%	.	.	-1%	-0.9%	-5%	.
CCOC(=O)CS(=O)(=O)c1nc(-c2ccccc2)cc(C(F)(F)F)n1	?	i	-5%	0.8%	17%	i	?	0%	1.1%	-1%	i
CCOC(=O)N1CCN(CC(O)COCC2=CCC3CC2C3(C)C)CC1 (stereo unspecified)	i	i	11%	-1.4%	26%	i	i	-1%	-0.1%	1%	i
CCOC(=O)CCNC(=O)Nc1ccc2nc(C)n(Cc3ccc(Cl)cc3)c(=O)c2c1	?	i	.	0.3%	24%	i	i	-2%	2.1%	-3%	i
COc1cc2[nH]c(=S)n(CCN3CCOCC3)c(=O)c2cc1OC	i	i	-5%	1.5%	13%	i	i	-1%	-0.1%	1%	?
CCOC(=O)CNC(=O)c1nn(-c2ccc(OCC)cc2)c(=O)c2ccccc12	1.2e-08M*	i	10%	-0.6%	9%	i	1.3e-08M*	1%	-1.4%	3%	i
CCn1cc(Br)c(C(=O)Nc2ccc(C(=O)OC(C)C)cc2)n1	i	i	2%	-0.5%	5%	i	i	0%	0.9%	0%	i
Cc1cccn2cc(CNC(=O)CC3CCCC3)nc12	i	i	1%	0.1%	5%	i	i	-5%	-0.4%	2%	i
O=C(NCC1CCCO1)c1cc2n(n1)C(C(F)(F)F)CC(c1ccc(F)cc1)N2 (stereo unspecified)	i	i	86%[activator]	0.0%	-2%	i	i	0%	-2.1%	-1%	i
CCn1nc(C(=O)OCC(=O)c2c[nH]c3ccccc23)c2ccccc2c1=O	i	i	?	-1.8%	-28%	i	i	-5%	16%	-5%	?
O=C(CN(Cc1ccccc1Cl)C(=O)c1ccc(CN2CCOCC2)o1)NCc1ccccc1	i	i	.	-0.8%	30%	i	i	2%	-0.6%	0%	?
Cn1cccc1C(=O)N1CCC2(CC1)CCN(c1ccc(-c3ccccc3)cc1)CC2	i	i	102%[activator]	-0.1%	-10%	i	i	-3%	2.5%	-3%	i
c1cc(CN2CCCCC2)cc(OCCCNc2nc3ccccc3s2)c1	i	i	9%	-3.7%&-1.5%	16%&21%	i	i	-2%&0%	2.0%&-2.9%	2%&5%	?
Cn1cccc1CNC(=O)Nc1ccc(Cl)cc1	i	i	-5%	-1.1%	4%	i	i	3%	-0.3%	0%	i
Cc1ccc(N(Cc2ccco2)C(=O)c2cccc(S(=O)(=O)N(C)C)c2)cc1	i	?	3%	0.0%	20%	i	i	-3%	-0.2%	0%	?
COCCCNCC(=O)Nc1ccc(OC(F)(F)F)cc1	i	i	-4%	-1.1%	2%	i	i	1%	0.4%	0%	i
O=C(CSC1=NCCS1)NC1CCCCC1	i	i	-6%	-0.6%	2%	i	i	2%	-2.8%	0%	?
COC(=O)NC(c1ccc(Cl)cc1)C(C(C)=O)C(=O)OC (stereo unspecified)	.	.	.	-0.7%[15.4 µM]	6%[11.4 µM]	.	.	1%[11.5 µM]	-0.6%[15.4 µM]	-2%[11.5 µM]	.
CCn1nc(C(=O)OCc2c(C)noc2C)c2ccccc2c1=O	1.3e-08M*	i	1%	-1.2%	9%	i	?	-5%	1.8%	-6%	i
Cc1cccc(C)c1NC(=O)CN1CCN(CCCC(c2ccc(F)cc2)c2ccc(F)cc2)CC1	i	i	75%[activator][17.1 µM]	-0.4%[34.4 µM]	1%[25.6 µM]	i	i	-2%[25.7 µM]	1.8%[34.4 µM]	-2%[25.7 µM]	1e-08M*
CCCCNC(=O)N1CCOCCOCCN(C(=O)NCCCC)CCOCCOCC1	i	?	.	.	.	i	i	.	.	.	i
COc1ccc(OC)c(CN2CCN(C(=O)c3cccs3)CC2)c1	i	?	-3%	-1.6%	11%	i	i	-2%	-1.5%	2%	?
OCC1OC(c2ccc3c(c2)OCO3)C=CC1Oc1cc(Cl)cc(Cl)c1 (stereo unspecified)	.	.	.	1.5%[15.4 µM]	?	.	.	-7%[11.5 µM]	-0.1%[15.4 µM]	-2%[11.5 µM]	.
Cc1cc(C)c(C#N)c(N2CCN(CCOc3ccc(Cl)cc3)CC2)n1	i	?	-2%	-0.1%	?	i	i	-3%	-1.0%	-3%	i
CCN(C(=O)c1coc(=O)c2ccccc12)c1cc(OC)ccc1OC	i	i	0%	-1.2%	?	i	i	-1%	-1.3%	2%	i
COc1ccc(NC(=O)C2CCCN(c3c4c(nc5ncnn35)CCC4)C2)cc1OC (stereo unspecified)	i	i	11%	-1.7%	-2%	i	i	0%	-3.3%	-4%	i
Cn1c(C(=O)N2CCCC(C(=O)O)C2)cc2sccc21 (stereo unspecified)	i	i	-4%	-0.5%	9%	i	i	0%	-2.8%	-1%	?
COc1ccc(-c2nc(C3CCCCC3)no2)cc1OC	i	i	-5%	-3.9%	12%	i	i	0%	4.7%	-1%	?
CC(=O)N1C=CN(C(C)=O)C(c2cn(C)c3ccccc23)C1c1cn(C)c2ccccc12 (stereo unspecified)	.	.	39%[activator][7.66 µM]	0.6%	-4%[11.4 µM]	.	.	1%	-1.7%	-5%	.
COc1cc(Cc2cnc(N)nc2N)cc(OC)c1OC	i	i	-2%	-1.0%	?	i	i	1%	-2.1%	-1%	?
COc1cc(Br)cc(CN2CCN(C=O)CC2)c1O	.	.	2%[7.66 µM]	0.1%	3%[11.4 µM]	.	.	0%	-0.7%	0%	.
COc1ccc(OC)c(NC(=O)Cn2cc(C#N)c3cc(Br)ccc32)c1	i	i	27%	-0.9%	-11%	i	i	-3%	-1.1%	-1%	?
CCC(C(=O)O)c1ccccc1 (stereo unspecified)	.	.	-6%	0.4%	.	.	.	-2%	-0.1%[3.08 µM]	-3%	.
COCCN(C(=O)COc1ccccc1)c1nnc(-c2cccnc2)s1	i	i	1%	-2.0%	-7%	i	i	1%	-2.0%	2%	i
CC(C)NCC(O)COCc1ccc(Cl)cc1 (stereo unspecified)	i	i	-6%	0.5%	8%	i	i	-7%	-0.2%	0%	?
COc1ccc(CNc2nc3c(c(=O)n(Cc4ccc(F)cc4)c(=O)n3C)n2C)cc1	i	i	31%[activator]	-1.0%	-15%	i	i	-4%	-5.4%	-3%	i
Cn1c(=O)c2c(nc(CN3CCN(C(=O)c4ccco4)CC3)n2Cc2ccc(F)cc2)n(C)c1=O	6.3e-08M*	i	11%	-0.2%	2%	i	5.6e-08M*	-3%	2.8%	-2%	i
COC(=O)[C@@]1(Cc2ccc(F)cc2)[C@H]2c3cc(C(=O)N4CCCC4)n(CCSCCO)c3C[C@H]2CN1C(=O)c1ccccc1	.	.	.	0.0%	16%	.	.	-2%	1.3%	-3%	.
COC(=O)C1=C(C)Nc2ncnn2C1c1ccco1 (stereo unspecified)	i	i	-1%	0.1%	1%	i	i	1%	0.8%	1%	i
CC1Cc2ccccc2N1C1=NS(=O)(=O)c2ccccc21 (stereo unspecified)	i	i	1%	0.7%	8%	i	i	-1%	0.2%	0%	i
COC(=O)CSc1nc2cc(Cl)ccc2c(=O)n1C1CCCC1	i	i	-5%	-0.2%	?	i	i	-2%	0.9%	-4%	?
CCC(NC(=O)c1ccccc1NC(=O)c1ccccc1)C(=O)O (stereo unspecified)	i	i	-6%	-5.1%	6%	i	i	3%	-1.3%	0%	i
Nc1nc(N)c2sc3nc4c(cc3c2n1)CCC4	5.2e-08M*	i	-8%	-0.2%	-15%	i	6e-08M*	-3%	-1.6%	-8%	i
CC(C)(C)C(=O)OCC1OC(n2cnc(C(N)=O)n2)C(O)C1O (stereo unspecified)	i	i	-2%	-0.3%	0%	i	i	-1%	0.9%	-1%	i
O=C(CC1SC2=NCCN2C1=O)Nc1ccccc1 (stereo unspecified)	i	i	.	.	.	i	i	.	.	.	i
O=C(CN1CCCCC1)Nc1ccc(S(=O)(=O)NC2CCCCC2)cc1	?	?	0%	-0.6%	15%	i	i	0%	0.9%	4%	i
CNc1ccnc(-c2ccccc2OC)n1	i	i	-7%	-0.7%	11%	i	i	-2%	0.1%	-5%	?
CN(C)c1ccc(Nc2nc(-c3cccnc3)cs2)cc1	.	.	-11%[7.66 µM]	-0.3%	-15%[11.4 µM]	.	.	-2%	-3.2%	-1%	.
CC(=O)CCc1ccc(OCCCCn2cncn2)cc1	?	i	2%	1.4%	6%	i	i	-1%	-1.5%	0%	i
CC1(C)CC(=O)C=C(NCc2cccs2)C1	.	.	7%	-2.5%	12%	.	.	1%	1.0%	0%	.
O=C(Nc1nccs1)c1ccc(Cl)c(S(=O)(=O)N2CCCCC2)c1	.	.	16%[7.66 µM]	1.1%	?	.	.	-1%	-4.0%	-2%	.
